# KCNQ2 inh – KCNQ2 potassium channel inhibitors, primary screen, cell-based, CHO-K1, FluxOR thallium flux, B-score (AID 2156); B-score at 10 µM; 20 min; active compounds read low; hit rate 1.1% among 310,000; O88943;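 active = fluorescence ratio B-score at most minus 3 library SDs, with starting brightness B-score within 2 library SDs, cut at about -5.5 in these data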
# Target sequence (O88943 whole entry, looked up): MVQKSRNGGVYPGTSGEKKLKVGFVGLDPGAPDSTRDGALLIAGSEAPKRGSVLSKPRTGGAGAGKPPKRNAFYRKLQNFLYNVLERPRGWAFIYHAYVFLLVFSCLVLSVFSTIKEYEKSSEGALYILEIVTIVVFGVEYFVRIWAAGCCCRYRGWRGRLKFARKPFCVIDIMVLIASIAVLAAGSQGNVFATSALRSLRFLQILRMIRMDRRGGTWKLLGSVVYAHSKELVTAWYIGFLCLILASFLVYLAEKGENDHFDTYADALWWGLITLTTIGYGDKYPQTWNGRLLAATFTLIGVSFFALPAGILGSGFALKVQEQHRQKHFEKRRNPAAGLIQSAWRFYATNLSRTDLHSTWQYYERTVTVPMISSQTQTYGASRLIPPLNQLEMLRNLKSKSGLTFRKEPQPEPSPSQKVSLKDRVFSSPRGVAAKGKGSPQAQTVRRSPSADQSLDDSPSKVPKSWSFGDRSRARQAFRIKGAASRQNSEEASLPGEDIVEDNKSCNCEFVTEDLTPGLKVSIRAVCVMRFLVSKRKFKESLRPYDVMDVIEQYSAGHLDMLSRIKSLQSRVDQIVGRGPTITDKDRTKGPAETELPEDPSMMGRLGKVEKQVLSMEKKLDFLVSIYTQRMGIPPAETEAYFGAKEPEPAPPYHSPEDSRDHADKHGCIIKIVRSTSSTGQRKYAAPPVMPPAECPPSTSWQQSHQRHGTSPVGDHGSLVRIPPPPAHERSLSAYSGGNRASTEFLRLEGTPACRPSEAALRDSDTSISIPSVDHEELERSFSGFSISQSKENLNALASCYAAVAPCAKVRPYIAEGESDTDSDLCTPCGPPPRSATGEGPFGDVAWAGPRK
# Kir21 block – blocks the mouse Kir2.1 inward-rectifier potassium channel. P35561. B-score at 10 µM. AID 1672. hit rate 0.85% among 310,000. HEK293-Kir2.1, FluxOR thallium flux fluorescence; active compounds read low;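 active = fluorescence ratio B-score at or below minus 3 SD of library scores, with starting-brightness B-score within 2 SD, cut at about -4.2 in these data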;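 note: channel flux triggered by added potassium and thallium sulfate stimulus; B-score of peak minus minimum fluorescence over baseline after thallium stimulus; more negative B-score means stronger Kir2.1 block with less thallium influx; some compounds called inactive have numbers as strong as hits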
# Active calls of the source: *; i = inactive.
# Second line of a record: KCNQ2 inh	Kir21 block
COc1ccc(C(=O)N/C(=C\c2ccc3c(c2)OCO3)C(=O)NCCc2nc3ccccc3[nH]2)cc1
→ i	1.1
Cc1cc(C)cc(C(=O)N2CC(=O)Nc3ccccc32)c1
→ i	-1.6
O=C(Oc1ccccc1C(=O)Oc1ccccc1)c1cccnc1
→ i	-4
COc1ccc(OCc2cc(C(=O)N(C)Cc3nccn3C)no2)c2ccccc12
→ i	-1.2
COc1cc(OC)cc(C(=O)NCC2CCCN(Cc3cccc(C(C)=O)c3)C2)c1 (stereo unspecified)
→ i	1.8
CCn1cc(C(=O)O)c(=O)c2cnc(N3CCN(C(=S)NC(=O)c4ccccc4Cl)CC3)nc21
→ i	-0.76
Cc1cc(=O)[nH]c2c(C)cc(S(=O)(=O)NCc3ccccc3)cc12
→ i	-0.7
O=C(O)c1ccccc1C(=O)NCc1ccc(F)cc1
→ i	-0.1
COc1ncnc(-c2ccccc2)c1-c1ccccc1
→ i	-1.7
CCOC(=O)N1CCC(n2c(SCC(=O)Nc3ccccc3OC)nc3ccccc3c2=O)CC1
→ i	0.64
C=CCn1c2ccccc2c2nnc(SC(CC)C(=O)Nc3nc(C)c(C(=O)OCC)s3)nc21 (stereo unspecified)
→ i	-0.57
O=c1c(O)cccc2cc(O)c(O)c(O)c12
→ i	-0.18
CCCCCNc1nc2sc3c(c2c(=O)n1-c1cccc(Cl)c1)CCN(C)C3
→ i	-0.97
C/C(CCc1ccc2c(c1)OCO2)=N\NC(=S)NC(C)C
→ i	-0.03
Cc1ccc(NC(=O)c2ccc3ccccc3n2)cc1S(=O)(=O)N(C)C
→ i	1.6

# An excerpt from above in order of molar mass, ascending.
# Second line of a record: KCNQ2 inh	Kir21 block
COc1ncnc(-c2ccccc2)c1-c1ccccc1
→ i	-1.7
O=C(Oc1ccccc1C(=O)Oc1ccccc1)c1cccnc1
→ i	-4
CCn1cc(C(=O)O)c(=O)c2cnc(N3CCN(C(=S)NC(=O)c4ccccc4Cl)CC3)nc21
→ i	-0.76

# Remaining list, next part.
# Second line of a record: KCNQ2 inh	Kir21 block
O=C(OCC(=O)N1CCCC1=O)c1cc(Cl)ccc1O
→ i	0.94
O=C(Oc1ccc2c3c(c(=O)oc2c1)CCCC3)c1ccco1
→ i	0
N/C(=N\O)c1ccc(N2CCN(c3ncccc3C(F)(F)F)CC2)nc1
→ i	0.09
Cc1nc2cc(C(F)(F)F)ccc2n1C1CCN(CC(=O)NC(C)(C)C)CC1
→ i	-1.4
CC[C@@H]1[C@H]2CCCC(=O)N3CC[C@@H](C[C@H]1O)[C@@H]23
→ i	0.57
O=C(NC(=S)NCc1ccccc1)c1ccccc1F
→ i	0.05
COc1ccc(OCC(=O)NNC(=S)NC(=O)C2CCCCC2)cc1
→ i	0.32
Cc1ccccc1C(=O)Nc1sc2c(c1C(=O)O)CCC2
→ i	0.03
Cc1cc(N2CCCCC2)n2nc(C)c(-c3ccccc3)c2n1
→ i	0.45
COc1cc(CC(NC(C)=O)C(=O)NC2CCN(c3c(Cc4ccccc4)c(C)nc4ncnn34)CC2)cc(OC)c1 (stereo unspecified)
→ i	0.07
COc1ccc(CSc2nnc(C)n2N)cc1Br
→ i	-1.2
O=C(COC(=O)c1ccccc1NC(=O)c1ccccc1)c1ccc([N+](=O)[O-])cc1
→ i	-0.73
Nc1c(NCCc2ccccc2)c2ccccc2oc1=O
→ i	-0.01
Cc1cc(S(=O)(=O)N2CCOCC2)ccc1OCC(=O)NCc1ccccn1
→ i	-0.24
COc1ccc2c(c1OC)C(=O)N(c1nccs1)C2
→ i	0.24
O=C(CCNS(=O)(=O)c1cccs1)NCc1ccco1
→ i	2.4
O=[N+]([O-])c1cccc(C2=NC(c3ccccc3)CO2)c1 (stereo unspecified)
→ i	0.53
O=C(NCCN1CCOCC1)c1ccc(/C=C2\Sc3ccccc3N(Cc3ccccc3F)C2=O)cc1
→ i	-0.08
COc1ccc(NC(=O)C(NS(=O)(=O)c2cccs2)C(C)C)cc1Cl (stereo unspecified)
→ i	0.68
Nc1ccn([C@@H]2CS[C@H](CO)O2)c(=O)n1
→ i	-1.5
COc1ccccc1C(=O)N1CCN(Cc2ccc3c(c2)OCO3)CC1
→ i	-0.23
COC(=O)c1ccc(C2c3[nH]c4ccccc4c3C[C@H]3C(=O)N(C)CC(=O)N23)cc1 (stereo partly specified)
→ i	-0.24
COc1ccc(/C=C2\SC(=S)N(CCC(=O)N3CCCCC3)C2=O)cc1
→ i	-0.08
CCc1ccc(N(C(=O)c2snc(C(N)=O)c2N)C(C(=O)NC2CCCC2)c2ccncc2)cc1 (stereo unspecified)
→ i	-1.3
CNC(=O)/C(=C/c1ccc2c(c1)OCO2)NC(=O)c1ccc(Br)cc1
→ i	0.25
O=C(NCC(=O)N1CCCCCC1)c1ccc(Br)cc1
→ i	0.33
CCN(CC)CCN(C(=O)CN1C(=O)c2ccccc2C1=O)c1nc2cc3c(cc2s1)OCO3
→ i	-2
CCCC12CN3CC(C)(CN(C1)C31C(=O)Nc3ccc(C)cc31)C2=O (stereo unspecified)
→ i	1.3
O=C(NC1CCCc2ccccc21)C1CCN(S(=O)(=O)c2cnc[nH]2)CC1 (stereo unspecified)
→ i	2
CC(=O)c1ccc(N2CCN(C(=O)Cn3cnc(S(=O)(=O)N4CCCCC4)c3)CC2)cc1
→ i	0.75
Cc1ccccc1CSc1nnc(-c2ccccc2)c(=O)[nH]1
→ i	0.01
O=C(COc1ccc2ccccc2c1Br)NCc1ccccn1
→ i	-0.75
CCc1ccc(NC(=O)c2ccc(F)c(S(=O)(=O)N(CC)c3ccccc3)c2)cc1
→ i	0.61
Nc1nnn(CC(=O)N/N=C/c2ccco2)n1
→ i	0.21
Cn1nc(-c2ccccc2)c(CSc2cccc(Cl)c2)c1Cl
→ i	-0.75
Cc1ccc(S(=O)(=O)N2CCCCC2)cc1NC(=O)c1ccc2ccccc2n1
→ i	0.97
CC(=O)c1ccc(N2CCN(C(=O)c3ccc(Cn4c(=S)[nH]c5ccc(N6CCOCC6)cc5c4=O)cc3)CC2)cc1
→ i	0.19
Cc1nnsc1C(=O)NNC(=O)Nc1ccccc1
→ i	-0.18
Cc1ccccc1NS(=O)(=O)c1ccc(OCCNS(C)(=O)=O)cc1
→ i	0.2
N#Cc1cccc(S(=O)(=O)NCC(=O)OCC(=O)c2ccc[nH]2)c1
→ i	-0.78
COc1ccc(C(=O)Nc2c(N)nc(SCC(=O)Nc3ccc(NC(C)=O)cc3)[nH]c2=O)cc1OC
→ i	-1.1
CC1CCc2sc(C(=O)N3CCN(c4ncccn4)CC3)cc2C1 (stereo unspecified)
→ i	0.06
Cc1ccc(N=C2C(=O)Nc3ccc(Br)cc32)cc1
→ i	-0.11
CCOC(=O)C1CN(S(=O)(=O)c2ccccc2)c2cc(S(=O)(=O)CC)ccc2O1 (stereo unspecified)
→ i	0
C/C=C/C(=O)OCC(=O)Nc1ccccc1Br
→ i	-1.1

# A second format for 3 compounds above:
mol,KCNQ2 inh,Kir21 block
Cc1ccc(N=C2C(=O)Nc3ccc(Br)cc32)cc1,i,-0.11
CCOC(=O)C1CN(S(=O)(=O)c2ccccc2)c2cc(S(=O)(=O)CC)ccc2O1 (stereo unspecified),i,0
C/C=C/C(=O)OCC(=O)Nc1ccccc1Br,i,-1.1

# Next entries follow:
# Second line of a record: KCNQ2 inh	Kir21 block
COc1ccc(C2CC(c3cccs3)=NN2c2ccc(F)cc2)cc1OC (stereo unspecified)
→ i	1.8
CC1(O)C(=O)C=C2C=C(C3CC3)OC=C2C1=O (stereo unspecified)
→ i	-0.17
O=[N+]([O-])c1ccc(/C=N\NS(=O)(=O)c2ccc(F)cc2)o1
→ i	1.4
Cc1ccc(S(=O)(=O)CCC(=O)N(C)c2c(N)n(Cc3ccccc3)c(=O)[nH]c2=O)cc1
→ i	0.45
CC(=O)Nc1ccccc1-c1nc2cc(C#N)c(C#N)cc2[nH]c1=O
→ i	-0.01
COc1ccc(-c2cn3cc([N+](=O)[O-])ccc3n2)cc1OC
→ i	0.24
CCc1nnc(NC(=O)CN2CCN(CC)CC2)s1
→ i	-0.5
Fc1ccc(-c2nnc3ccccn23)cc1
→ i	0.74
CCOc1ccc2[nH]c(=O)c(CN(CCc3ccccc3)C(=O)c3cnccn3)cc2c1
→ i	0
O=C(NC(=S)Nc1ccc(N2CCOCC2)cc1)c1ccc2c(c1)OCCO2
→ i	-0.69
O=C(CCNC(=O)c1ccc(Br)cc1)OCc1ccccc1Cl
→ i	0.12
CCN(CC)c1ccc(C=NCCNS(=O)(=O)c2ccc(C)cc2)cc1
→ i	-0.57
N#CC(C#N)=C(Nc1ccc(F)cc1)SCc1cccc(F)c1
→ i	0.06
COC(=O)c1ccccc1NC(=O)c1cc(-c2cccs2)on1
→ i	0.86
Cc1onc(-c2ccccc2)c1C(=O)Nc1ccncc1
→ i	-0.86
COc1cc([N+](=O)[O-])cc(/C=N\NC(=O)C2COc3ccccc3O2)c1O (stereo unspecified)
→ i	1.2
O=C(c1ccc(Cl)cc1)C1CCCN(C(=O)c2csnn2)C1 (stereo unspecified)
→ i	0
Cc1cc(CNC(=O)CC2C(=O)NCCN2CC(C)(C)C)nn1C (stereo unspecified)
→ i	0.12
COc1cc(C(=O)Nc2cccc3cccnc23)cc(OC)c1OC
→ i	-0.47
CCN(CC)c1ccc2c(Cl)cc(=O)oc2c1
→ i	-0.12
CCN1C(=O)C(O)(CC(=O)C(C)(C)C)c2cc(Br)ccc21 (stereo unspecified)
→ i	-0.73
COc1ccc(NC(=O)CN(C)CC(=O)Nc2ccc(N3CCOCC3)cc2)c([N+](=O)[O-])c1
→ i	0.19
Cc1ccn2c(=O)nc(SCC(=O)N3CCN(c4ccccc4)CC3)nc2c1
→ i	0.8
COc1ccc(CNC(=O)C(C)NS(=O)(=O)c2ccc(C)cc2)cc1 (stereo unspecified)
→ i	-0.26
Cc1cccc(N2CCN(C(c3ccncc3)c3nnnn3C(C)(C)C)CC2)c1C (stereo unspecified)
→ i	0.7
COc1ccc(CCNC(=O)COc2ccc(C)nc2[N+](=O)[O-])cc1
→ i	0.1
CCN(C(=O)c1cccnc1)c1ccccc1
→ i	-0.95
COc1cc(/C=N/NC(N)=S)ccc1OCC(=O)N1CCOCC1
→ i	-0.34
COc1cc(/C=N\NC(=O)CC#N)ccc1OC/C=C/c1ccccc1
→ i	-2
Cc1ccccc1S(=O)Cc1ccc(C(=O)N2CCN(C(=O)c3ccco3)CC2)o1 (stereo unspecified)
→ i	1.3

# Given with the structure last: entries from further up.
KCNQ2 inh	Kir21 block	Structure
i	0.7	Cc1cccc(N2CCN(C(c3ccncc3)c3nnnn3C(C)(C)C)CC2)c1C (stereo unspecified)
i	0.1	COc1ccc(CCNC(=O)COc2ccc(C)nc2[N+](=O)[O-])cc1

# New compounds follow
# Second line of a record: KCNQ2 inh	Kir21 block
COc1ccc(OC)c(CNn2c(-c3cccc(C)c3)nc3ccccc3c2=O)c1
→ -5.7*	-1.1
COc1ccc(OC)c(/C=C/C(=O)N2CCCc3ccccc32)c1
→ -7*	0.01
Cc1sc2nc3c(C(=O)N4CCCC4)cc(C(=O)c4ccccc4O)cn3c(=O)c2c1C
→ -7.1*	0.45
O=C(CCC1CCCN(Cc2ccc3c(c2)OCCO3)C1)NCc1ccccc1F (stereo unspecified)
→ i	0.05
COc1ccc(CNC(=O)c2ccc(SC)cc2OC)cc1
→ i	-0.62
N[C@@H](CO)c1nnc([C@H](CC(=O)O)NC(=O)C2CCNCC2)o1
→ i	-0.18
Cc1cccc(NC(=S)Nc2ccc(N3CCOCC3)cc2)c1C
→ i	-2.5
COc1cc(OC)cc(C(=O)Nc2ccccc2-c2nnn(CC(=O)Nc3cc(C)on3)n2)c1
→ i	1.8
O=C(NNC1OC(CO)C(O)C(O)C1O)c1cccnc1 (stereo unspecified)
→ i	1.2
CCn1cc(C(=O)NCc2ccc3c(c2)OCO3)c2cc(OC)c(OC)cc2c1=O
→ i	0.92
Cc1ccccc1CC(=O)N1CC(C)OC(C)C1 (stereo unspecified)
→ i	0.81
NC(=O)c1ccsc1NC(=O)COC(=O)c1cc(Cl)ccc1O
→ i	-0.02
COc1ccc(C(=O)/C=C/c2ccc(C)cc2)c(OC(=O)c2ccc([N+](=O)[O-])cc2)c1
→ i	-1.9
O=C(CSc1nnc(-c2ccc(Br)cc2)n1CCc1ccccc1)NC1CCS(=O)(=O)C1 (stereo unspecified)
→ i	-1.1
CC1CCC2(CC1)NC(=O)N(CC(=O)c1cccn1C)C2=O (stereo unspecified)
→ i	0.22
CCOC(=O)CN1C(=O)S/C(=C/c2ccc(OC)c([N+](=O)[O-])c2)C1=O
→ i	0.93
O=C(CCc1ccccc1)Nc1cc(NC(=O)CCc2ccccc2)cc(C(=O)O)c1
→ i	0.18
O=c1/c(=C/c2ccc([N+](=O)[O-])cc2)sc2n1CCCN=2
→ i	0.27
COc1ccc(/C=C/C(=O)N2CCN(c3ccccn3)CC2)cc1
→ i	0.2
CC(C)CC(=O)N1CCN(Cc2ccc(Br)cc2)CC1
→ i	-0.59
Cc1ccc(OCC(=O)NCCCNC(=O)c2cccnc2)cc1
→ i	-0.6
CC1=CC(C)(C)N2C(=O)C3(C(C#N)=C(N)Oc4cc(O)ccc43)c3c(C)c(C)cc1c32 (stereo unspecified)
→ i	0
Cc1ccc(NC(=O)NNC(=O)c2cc3ccccc3cc2O)cc1
→ i	-1.4
CCOC(=O)N1CCC(NC(=O)C2CCCN(C(=O)N3CCOc4ccccc43)C2)CC1 (stereo unspecified)
→ i	0.52
Cc1ccc(C)c(OCCC(=O)OC(C)C(=O)Nc2c(C)n(C)n(-c3ccccc3)c2=O)c1 (stereo unspecified)
→ i	-0.37
COc1cc(C(=O)Sc2ccc(C)cc2)cc(OC)c1OC
→ i	0.04
COc1ccc(OC)c(-n2c(SCC(=O)Nc3cc(C)on3)nnc2-c2c[nH]c3ccccc23)c1
→ i	0.86
CCc1cccc(CC)c1NC(=O)CO/N=C(\N)CC(=O)NC1CCCCC1
→ i	0.03
